# HIF-2a block – inhibitors of HIF-2a; 360,000 compounds, 0.72% hits; inhibition, % at 18.8 µM; 786-0 RCC cells HIF-2a reporter, luciferase luminescence, overnight;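 active = inhibition of the luminescence signal of 40% or more relative to plate controls, in a single-dose primary screen at 18.75 µM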
# iPSC survival up – enhancers of human iPSC single-cell survival | hiPSC single-cell survival, ATPlite luminescence; 100% = ROCK inhibitor wells, 0% = DMSO | survival enhancement, % at 20 µM | 360,000 compounds, 0.044% hits; in the data active = survival enhancement above about 18%;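 also: cells exposed to compounds for 16 hours before the ATP read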
# CaV13 ICDI inh – Primary screen for inhibitors of IQ motif and Ca2+-dependent inactivation inhibitor domain binding in CACNA1D, Förster resonance energy transfer in living cells, … | inhibition, % at 12.3 µM | 340,000 compounds, 0.098% hits | AID 743397 | HEK cells, CFP/YFP FRET ICDI-IQ, plate reader, 10 min; percent FRET-ratio fall versus neutral wells;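 active = mean replicate inhibition of at least 30% and at least 1% of replicates passing that level; inconclusive = only one of the two criteria is met; inactive = neither criterion is met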;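 also: 0% = median of the neutral control wells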
# NR2E3 ag-1 – human photoreceptor-specific nuclear receptor agonism | Q9Y5X4 | CHO-S Gal4-NCOR/VP16-NR2E3 two-hybrid, luciferase | inhibition of corepressor binding, % at 3.98 µM | 360,000 compounds, 0.35% hits | AID 602229;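 active = inhibition above the mean of all tested compounds plus 3 SD, cut at about 70% in these data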;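 also: 0% = DMSO with NR2E3 transfected cells and 100% = cells lacking NR2E3 construct; higher means lower luciferase signal from less NR2E3 corepressor binding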
# Target sequence (Q9Y5X4 whole entry, looked up, the tested form may be a part): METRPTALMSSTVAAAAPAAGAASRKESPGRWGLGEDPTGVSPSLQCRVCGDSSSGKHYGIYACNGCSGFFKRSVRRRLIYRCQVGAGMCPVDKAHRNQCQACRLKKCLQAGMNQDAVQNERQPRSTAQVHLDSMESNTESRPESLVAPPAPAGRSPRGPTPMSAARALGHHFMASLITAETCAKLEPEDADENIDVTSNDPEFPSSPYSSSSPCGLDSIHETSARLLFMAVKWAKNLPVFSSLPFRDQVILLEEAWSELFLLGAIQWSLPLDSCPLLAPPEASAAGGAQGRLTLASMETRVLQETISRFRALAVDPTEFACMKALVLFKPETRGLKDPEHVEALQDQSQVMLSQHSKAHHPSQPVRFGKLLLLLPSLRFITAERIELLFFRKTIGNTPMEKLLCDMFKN
# aDG glyco act – increases alpha dystroglycan glycosylation; AID 624168; Pro5-aDG cells, alpha-DG glycosylation AlphaScreen (IIH6); 0% Pro5, 100% B10-LARGE cell signal; 360,000 compounds, 0.22% hits; activation, % at 10 µM;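 active = activation of at least 8% versus controls, or a plate z-score of at least 8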;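 also: Pro5 are CHO cells carrying HIG-tagged alpha-DG that lacks glycosylation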
# Peg3 prom inh – reduces Peg3 promoter-driven luciferase expression in HeLa; 360,000 compounds, 1.7% hits; inhibition, % at 20 µM; AID 588405; HeLa PEG-Prom luciferase reporter, luminescence, overnight;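 active = inhibition of at least 50% at 20 µM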
# Vif inh – blocks HIV Vif function. HEK293T cells, Vif self-association by quenched fluorescence, imaging, 24 h. inhibition, % at 7.49 µM. 340,000 compounds, 0.35% hits; in the data active = inhibition above about 50%, passing the limit was not always enough; inconclusive = no clear call, values can overlap the other calls; inactive = below about 31%; also: some results filed as inactive read as strong as hits
# TRPM1 prom inh – reduces MITF-dependent TRPM1 promoter luciferase signal | inhibition, % at 12.5 µM | 330,000 compounds, 0.83% hits | AID 488899 | SK-MEL-5 TRPM1 promoter luciferase, 24 h;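 active = mean inhibition across replicates of 60% or more, whatever share of single replicates reaches that level; inconclusive = some that reach 60%, reason not given; inactive = mean inhibition across replicates below 60%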; also: values of inactives mirror those of a sister screen read the other way
# Granule exo inh – blocks lytic granule exocytosis; TALL-104 LAMP-1 surface exposure, flow cytometry; cells stimulated with thapsigargin and PMA; inhibition, % at 10 µM; 360,000 compounds, 0.66% hits; AID 651702;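 active = inhibition above about 55%, limit read from the data; inconclusive = no clear call, values can overlap the other calls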
# NR2E3 ag-2 – NR2E3 (human) agonism | Q9Y5X4 | GST-NR2E3/biotin-RetCOR TR-FRET, 1536-well | inhibition of corepressor binding, % at 4.78 µM | 320,000 compounds, 0.12% hits | AID 2300;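 active = percent inhibition above the cutoff of mean plus 3 SD of all tested compounds, set per screening campaign, cut at about 20% in these data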;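 also: 0% = DMSO wells and 100% = biotin wells as full block of FRET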
#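 Test system: GST-NR2E3 and biotin-RetCOR proteins | Quantity: 1.35 nM GST-tagged NR2E3 final | Medium: Tris pH 7.5 | Also added: 7 nM biotin-RetCOR | Dosing: Compound at 4.8 µM, single dose | Timing: 5 h at 4 °C | Detection: Time-resolved FRET | Read-out basis: Percent inhibition | Benchmarks: Biotin wells as high control, 0.6% DMSO wells as low control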
# PDI inh – inhibitors of human protein disulfide isomerase | 350,000 compounds, 0.052% hits | PDI insulin aggregation turbidity, A650, 90 min | inhibition, % at 10 µM | P07237 | AID 588391;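 active = mean inhibition across replicates of 30% or more, whatever share of single replicates reach that level; inconclusive = mean inhibition below 30% while every single replicate reaches 30%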;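 also: absorbance from insulin aggregation driven by PDI reduction with DTT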
# Target sequence (P07237 whole entry, looked up): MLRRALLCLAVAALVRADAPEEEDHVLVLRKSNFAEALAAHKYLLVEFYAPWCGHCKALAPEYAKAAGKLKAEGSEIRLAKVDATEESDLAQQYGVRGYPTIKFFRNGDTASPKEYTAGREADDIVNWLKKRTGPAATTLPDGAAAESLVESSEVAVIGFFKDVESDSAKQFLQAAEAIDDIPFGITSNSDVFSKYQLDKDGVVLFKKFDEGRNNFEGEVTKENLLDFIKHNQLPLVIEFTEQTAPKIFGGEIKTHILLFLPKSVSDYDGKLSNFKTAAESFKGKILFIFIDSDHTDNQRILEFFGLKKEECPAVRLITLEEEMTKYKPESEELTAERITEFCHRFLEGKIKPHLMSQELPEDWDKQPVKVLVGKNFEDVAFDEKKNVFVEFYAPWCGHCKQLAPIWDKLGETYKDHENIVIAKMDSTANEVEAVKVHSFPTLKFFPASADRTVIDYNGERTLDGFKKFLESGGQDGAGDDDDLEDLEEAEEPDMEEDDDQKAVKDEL
# Numbers without * were called inactive; u = inconclusive; x = no result given.
no.	SMILES	HIF-2a block	iPSC survival up	CaV13 ICDI inh	NR2E3 ag-1	aDG glyco act	Peg3 prom inh	Vif inh	TRPM1 prom inh	Granule exo inh	NR2E3 ag-2	PDI inh
1	CC(C)CCNC(=O)CN(Cc1ccccc1Cl)C(=O)CCC(=O)Nc1ccccn1	3	-0.3	-5	-5	-0.2	0	-17	6	-15	1	0
2	CCN(CC)CCNC(=O)c1cc(-c2ccc(Br)s2)nc2ccccc12	-35	-0.7	-18	13	0.9	101*	-11	-11	0	7	3
3	Cc1csc(NC(=O)c2cccc(S(=O)(=O)N3CCN(C)CC3)c2)n1	-7	-0.2	-11	-21	0.5	1	2	5	-2	2	-1
4	CCCCNC(=O)CCn1nc(-c2ccccc2)ccc1=O	13	-1.1	-9	-15	-0.1	-4	-11	8	0	-2	-7
5	COc1ccc(C2SCCN2C(=S)Nc2ccc(Cl)cc2)cc1 (stereo not given)	-34	-0.1	-5	6	0.2	-2	-4	23	-2	0	-3
6	CC(CNC(=O)c1ccc(C(C)(C)C)cc1)CN(C)C (stereo not given)	11	-1.1	-18	-3	-0.1	-1	12	-9	5	3	0
7	COc1ccc(-c2cc(C(=O)Nc3cccc(S(=O)(=O)NCc4ccco4)c3)c3ccccc3n2)cc1OC	-23	0.2	-3	-22	-0.4	47	-7	18	1	1	-2
8	CCc1cc2cc(C)cc(C)c2[nH]c1=S	-2	1.6	-20	-34	0.2	0	x	2	-2	4	1
9	CCCCC(CC)C(=O)NCCc1ccc(S(N)(=O)=O)cc1 (stereo not given)	3	-0.8	-4	-7	0.3	3	-4	7	-1	-2	7
10	Cc1ccccc1N1CCN(C2CCCN(C(=O)c3cc(CC(C)C)nn3C)C2)CC1 (stereo not given)	11	-0.5	-12	19	0.9	13	1	2	-5	-3	-2
11	Cc1nn2c(-c3ccc(S(=O)(=O)N4CCN(C)CC4)o3)nnc2c2ccccc12	5	-0.7	-2	-22	1.0	10	-2	7	-2	6	7
12	CC(C)n1c(O)c(N=NC(=O)CNC(=O)CCc2ccccc2)c2ccccc21	8	-0.3	-4	-46	-0.1	1	-1	-4	-1	1	7
13	O=C(Nc1ccc(CN2CCCCC2)cc1)c1ccc2c(c1)OCO2	-68	0.3	-4	-12	-0.1	-97	-1	-11	1	-2	-2
14	COC(=O)c1ccc(N2CCN(C(C)=O)CC2)c(NC(=O)COc2ccccc2C)c1	2	1.7	-6	-7	-0.4	20	25	8	3	1	15
15	O=C(Nc1cc(S(=O)(=O)N2CCOCC2)ccc1N1CCOCC1)c1cn2ccccc2n1	14	0.5	-5	7	-0.7	6	1	-9	-4	1	1
16	COc1ccc(NC(=O)c2ccccc2Oc2ccccc2)cc1	-3	0.0	-5	10	0.1	4	-1	1	8	-2	-2
17	CCOc1ccc(-n2cnc3scc(-c4ccc(OC)c(OC)c4)c3c2=O)cc1	41*	-0.4	-7	1	1.0	17	4	13	-8	-1	-2
18	COc1cc(C(=O)NCc2ccccc2)ccc1OC(F)F	14	-1.3	-3	-25	0.1	9	6	17	0	0	7
19	Cc1cc(C)c(S(=O)(=O)n2ccc(-c3ccc(OCCN(C)c4ccccn4)cc3)n2)c(C)c1	2	-1.7	-5	-19	-0.4	7	-8	0	-1	1	-16
20	Cc1ccc(S(=O)(=O)N2CCC(C(=O)OCC(=O)N3CCCC(C)C3)CC2)cc1C (stereo not given)	12	1.1	-6	0	0.4	-6	17	-5	-2	-1	-6
21	C#CCOC(=O)Nc1ccc(OCC(F)(F)F)nc1	-17	0.6	10	-36	-0.1	-28	-6	-21	0	1	-5
22	CNC(=O)CN(C)S(=O)(=O)c1ccc(OC)c(Cl)c1	5	0.9	-4	-7	-0.4	0	3	2	-2	-3	19
23	CCN(CC)S(=O)(=O)c1ccc(-c2nnco2)cc1	7	1.2	-1	-13	-0.3	15	4	10	0	0	1
24	Cc1cc(C)n2ncc(-c3cccc(Br)c3)c2n1	-85	-0.7	-18	-62	0.0	-28	2	7	7	0	-1
25	CC(=O)N1CCc2c(sc(NC(=O)c3ccc(S(=O)(=O)N(C)C)cc3)c2C#N)C1	-8	0.8	-7	2	0.0	7	6	-8	-4	5	5
26	Cc1cc2oc(=O)sc2cc1NS(=O)(=O)c1ccccc1	4	-0.3	-3	-17	0.9	-6	4	1	-11	2	1
27	NC(=O)C1(N2CCCCC2)CCN(Cc2ccc(F)cc2)CC1	1	-1.9	-8	8	0.0	7	-15	14	4	1	12
28	N#CC1(c2ccccc2)CCCN1C(=O)c1ccc(Br)o1 (stereo not given)	9	-2.5	-7	-1	-0.3	7	0	7	2	2	-2
29	CCOC(=O)c1ccc(NC(=O)C2CCC(CNc3c(N4CCOCC4)c(=O)c3=O)CC2)cc1 (stereo not given)	14	-0.1	-6	-18	-0.1	10	-7	-7	-1	0	-1
30	C=CCn1c(COc2ccccc2)nnc1SCC(=O)NCC(=O)OCC	13	-1.5	0	5	-0.2	4	2	6	0	4	-2
31	CC(=O)c1cccc(N(CC(=O)NC2CCCCC2)C(=O)CNC(=O)c2cccs2)c1	12	-0.2	-6	-13	0.1	14	-1	-2	-3	-1	5
32	Cc1cc(=O)c2cc(Br)ccc2n1CC(=O)NCc1ccccc1	13	0.3	-5	-20	0.1	24	-14	-12	-11	-3	5
33	COc1ccc(Cl)cc1C(=O)NC(=S)Nc1cc(-c2nc3ccccc3[nH]2)ccc1C	-149	-2.1	-1	-109	0.3	-59	-10	-28	15	2	5
34	COCCNc1nc(CSc2ccccc2)nc2sc(C)c(C)c12	3	0.2	-3	11	0.0	-11	-2	-1	13	0	4
35	O=C(CN1CCCCC1)Nc1c2c(nc3ccccc13)N(c1ccccc1)CC2	5	-1.5	-5	6	0.2	22	4	39	3	-11	2
36	FC(F)(F)c1cccc(NC(=S)NCc2ccc(Cl)cc2)c1	-19	-1.9	-4	6	4.9	40	-5	3	2	3	-3
37	C[C@@H]1CN([C@H](C)CO)C(=O)CCCn2nncc2CO[C@@H]1CN(C)C(=O)OCc1ccccc1	4	-0.8	-3	11	0.1	15	4	x	1	x	-5
38	Cc1ccc(C(=O)OCC(=O)N(C)C2CCS(=O)(=O)C2)cc1S(=O)(=O)N1CCCCC1 (stereo not given)	12	-0.3	-6	-15	0.0	8	x	5	-5	2	8
39	O=C(c1ccccc1)c1cccc(C(=O)c2ccccc2)c1	-37	-0.4	x	-4	0.0	-25	1	-16	-2	3	-8
40	COc1ccccc1NS(=O)(=O)c1cc(C(=O)NCC2CCCO2)ccc1C (stereo not given)	12	0.6	-1	7	-0.2	11	-3	1	-1	-1	8
41	Cc1cc(NC(=O)Nc2ccccc2)n(-c2ccccc2)n1	-5	0.1	x	-11	0.1	1	x	-1	-1	4	-3
42	CCc1ccc(NC(=O)C(=O)NCCN2CCN(S(=O)(=O)c3ccccc3)CC2)cc1	10	0.9	-3	-12	0.1	7	5	-3	1	5	-2
43	O=C(NS(=O)(=O)c1ccccc1)c1ccccc1F	10	0.8	x	-7	-0.1	5	3	-1	-4	-1	10
44	Cc1ccc(C(=O)c2ccccc2C(=O)OCC(=O)Nc2ccc(SC(F)F)cc2)cc1	-23	-4.4	-3	-13	0.8	1	-18	-14	4	3	3
45	COc1ccc(-n2cc(-c3ccccc3)[nH]c2=S)cc1	-150	1.4	-5	-41	0.0	-263	3	3	-2	-2	12
46	CCC(C)c1ccc(NC(=O)CN(C)CC(=O)Nc2cccc(OC)c2)cc1 (stereo not given)	-3	-0.3	8	14	-0.3	-5	0	6	-2	1	3
47	COc1ccc(CNC(=O)c2sc(=O)n(Cc3ccc(C)cc3)c2C)cc1	6	-2.0	u	25	-0.1	8	-2	x	1	x	-16
48	COc1cc(CCCN2CCNC[C@@H]2c2ccccc2)cc(OC)c1OC	6	-1.6	-12	4	0.3	-17	2	-3	2	x	-3
49	COc1ccc(NC(=O)N(C)C[C@H]2OCc3cnnn3CCCC(=O)N([C@@H](C)CO)C[C@H]2C)cc1	10	-1.1	-10	2	0.3	-23	x	x	-3	x	0
50	CCOC(=O)c1ccccc1NC(=O)C1CSC2(C)CCC(=O)N12 (stereo not given)	0	-0.5	x	-21	-0.1	-4	4	20	-5	3	-16
51	COc1ccc(Cn2c(-c3ccco3)nc3oc4ccccc4c(=O)c3c2=O)cc1	-106	1.3	-4	-24	-0.1	-138	-2	-38	0	-1	-11
52	CCOC(=O)n1c(=O)n(Cc2cccc(C)c2)c2ccccc21	-18	-0.7	-19	-9	-0.5	-11	-10	-1	-1	2	-1
53	COC(=O)CCCNC(=O)c1ccc(S(=O)(=O)NCc2ccco2)cc1	11	0.2	-5	-5	0.1	-7	-2	11	2	-5	8
54	Cn1c(CNC2CCCCC2)c(C#N)c2ccccc21	-27	-0.9	-5	-40	0.2	-6	9	-11	0	-1	-5
55	CCCCC(=O)Nc1ccc(C(=O)Nc2nc(CC(=O)OCC)cs2)cc1	-1	-1.7	-4	-26	0.0	2	-5	-8	1	2	1
56	CN=c1scc(-c2ccc([N+](=O)[O-])cc2)n1/N=C/c1ccco1	-95	0.2	0	-22	-0.2	-94	-1	-33	-2	0	5

# Further results follow:
no.	SMILES	HIF-2a block	iPSC survival up	CaV13 ICDI inh	NR2E3 ag-1	aDG glyco act	Peg3 prom inh	Vif inh	TRPM1 prom inh	Granule exo inh	NR2E3 ag-2	PDI inh
57	Clc1ccccn1	10	1.4	x	1	0.6	-2	-4	-1	2	1	x
58	C=CCOC(=O)C1=C(C)Nc2nc3ccccc3n2C1c1ccncc1 (stereo not given)	15	1.8	-4	-9	-0.1	11	-2	0	-2	-1	0
59	C=CCN(c1ccccc1)S(=O)(=O)c1c(C)[nH]c(=O)[nH]c1=O	16	-0.4	-5	1	-0.5	13	u	4	-1	1	1
60	CCCCCCCCCCCCCCCC[N+](C)(C)Cc1ccc(F)cc1	37	-1.6	-16	27	1.3	105*	1	28	13	x	41*
61	COc1ccc(OCC(=O)N/N=C(\C)CC(=O)Nc2ccc(NC(C)=O)cc2)cc1	-4	1.1	-6	-15	0.1	-12	-4	-8	0	2	-9
62	COc1ccc(CCNC(=O)c2ccc3nc4cc(Cl)ccc4c(=O)n3c2)cc1OC	-11	-0.2	-1	-4	0.0	22	-12	x	-10	-1	1
63	CCOC(=O)N1CCN(S(=O)(=O)c2ccc(F)c(C(=O)Nc3ccc(C(C)C)cc3)c2)CC1	2	0.1	-5	-26	0.6	12	-11	-12	1	4	-9

# Compound activity deposited in PubChem BioAssay by several laboratories.
